Screening data (PubChem BioAssay)
FEN1 inh = human FEN1 inhibition | P39748 | Recombinant FEN1 flap cleavage, fluorescence, 15 min | Potency, µM (top dose mostly 114 µM), for the others: top-dose activity change, negative = inhibition, actives largely listed as inhibitors | 0.35% of 390,000 active; further: nearly all actives have a fitted effect of over 65% in size
Target sequence (P39748 whole entry, looked up): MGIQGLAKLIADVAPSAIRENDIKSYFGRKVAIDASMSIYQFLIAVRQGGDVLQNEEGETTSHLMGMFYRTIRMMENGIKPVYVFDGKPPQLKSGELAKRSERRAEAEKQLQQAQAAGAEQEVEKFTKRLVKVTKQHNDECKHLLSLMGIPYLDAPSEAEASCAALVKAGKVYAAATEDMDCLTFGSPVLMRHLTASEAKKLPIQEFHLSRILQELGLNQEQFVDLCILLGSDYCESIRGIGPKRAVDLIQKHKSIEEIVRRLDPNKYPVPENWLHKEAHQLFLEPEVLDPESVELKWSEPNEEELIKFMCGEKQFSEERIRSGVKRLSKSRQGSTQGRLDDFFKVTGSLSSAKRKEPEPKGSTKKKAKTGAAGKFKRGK
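FEN1 at 10 nM, compound pretreatment for 15 min (room temperature), 50 nM final substrate to initiate; endpoint reads at 0 and 15 min; DMSO-only plates used as vehicle background.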
KAT2A inh = inhibitors of human GCN5L2 histone acetyltransferase. Q92830. GCN5L2 HAT assay, ThioGlo1 CoA-SH fluorescence. Potency, µM (top dose mostly 58.9 µM), for the others: at the highest dose activity change, negative = inhibition, hits mostly inhibitors. 0.21% of 390,000 active. AID 504327
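Titration-based screen in which CoA formation is detected via maleimide probe ThioGlo1 (50uM) turning fluorescent on thiol reaction; substrates H3(1-25) 75uM and acetyl-CoA 70uM, GCN5L2 20nM, 20 min incubation at room temperature.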
N370S GC mod = inhibits or activates N370S mutant glucocerebrosidase; N370S GC spleen homogenate, 4MU-glucoside fluorescence; Potency, µM (top dose mostly 59.4 µM), for inactives: top-dose activity change, negative = inhibition, most hits filed as inhibitors; 0.092% of 330,000 active; P04062;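 further: 0% = full enzyme activity and -100% = no enzyme basal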
An asterisk follows results filed as active; u = inconclusive; x = no result given; & = joins results of further samples; [ ] = remark or other dose. The call rests on the fitted dose curve; in most records, active means well fitted curve in the direction sought with a large enough effect; inconclusive means small, poorly fitted or top-dose-only effect, or another doubt; inactive means no such curve, though single readings can be large; an effect the other way counts as inactive or inconclusive. Unless noted, on the % scale 0 is the no-effect control and ±100 the full control effect; potency means the concentration at half of the fitted maximal effect.

SMILES	FEN1 inh	KAT2A inh	N370S GC mod
O=C(c1ccco1)N1CCN(C(=O)c2cc3c(=O)oc4ccccc4c3s2)CC1	1.8%	-3.5%	-0.3%
C=CCC[C@@H](Cc1ccc(F)cc1)C(=O)OC[C@@H](Cc1ccccc1)NC(=O)[C@@H](CC=C)CC(=O)N[C@@H](CO)Cc1ccccc1	1.7%	3.9%	x
CC(=O)c1ccc(OC2OCCOC2Oc2ccc(C(C)=O)cc2)cc1 (centres undefined)	-7.3%	-14.0%	3.8%
CCn1c(SCc2ccc(C(=O)OC)o2)nnc1-c1c[nH]c2ccccc12	-11.0%	-16.4%	9.6%
O=C(NN1C(=O)c2ccc(-c3ccc4c(c3)C(=O)N(NC(=O)c3cccnc3)C4=O)cc2C1=O)c1cccnc1	-0.8%	-30.0%	15.2%
O=C(c1ccc(F)cc1)N1CCC(c2nc3ccccc3o2)CC1	19.3%	-8.1%	x
COC(=O)c1sccc1NC(=O)CSc1ccccc1NC(=O)CNC(C)C	0.4%	6.9%	3.8%
COc1ccc(Cn2cc(C(=O)c3ccccc3)c(=O)c3cc(OC)ccc32)cc1	-4.2%	-0.1%	26.0%
O=C(Cn1nnnc1-c1ccccc1F)Nc1ccc(OC(F)(F)F)cc1	-12.6%	1.2%	x
COc1ccc(Cl)cc1S(=O)(=O)N1CCCC(C(=O)N2CCCC2)C1 (centres undefined)	15.3%	0.0%	-15.3%
N#C/C(=C\c1cn(CCOc2ccccc2)c2ccccc12)C(=O)NCc1cccs1	-1.5%	1.1%	9.6%
COc1cccc(NC(=O)NC2CC(=O)N(c3ccc4c(c3)OCCO4)C2)c1 (centres undefined)	-9.5%	-2.2%	-13.4%
Cc1ccccc1N1CC(C(=O)Nc2ccc3c(c2)OCO3)CC1=O (centres undefined)	-2.4%	-2.6%	0.9%
Cc1ccccc1C(=O)Nc1sc2c(c1C(=O)N1CCCCC1)CCC(C)C2 (centres undefined)	-15.5%	-10.7%	x
CCc1ccc(CNCc2c(C(=O)O)n(Cc3ccc(F)cc3Cl)c3cc(OC)ccc23)cc1	-10.8%	-6.8%	x
COc1cccc(/C=C/C(=O)OCC(=O)c2c[nH]c3ccccc23)c1OC	-5.3%	-3.9%	5.1%
Cc1ccc(C)c(N2CCN(C(c3ccncc3)c3nnnn3Cc3ccccc3)CC2)c1 (centres undefined)	-9.7%	-4.2%	5.8%
COc1ccc(N(C)S(=O)(=O)c2cccc(C(=O)Nc3cccc(C(=O)NC4CC4)c3)c2)cc1	9.6%	-4.9%	x
COc1cc2c(=O)c(C(=O)c3ccc(F)cc3)cn(Cc3cccc(F)c3)c2cc1OC	3.1%	-8.6%	x
CCCCC(=NCCc1c(C)[nH]c2ccccc12)C1=C(O)CC(c2ccccc2)CC1=O (centres undefined)	3.6%	-11.7%	2.8%
O=C(CCCSc1nc2ccccc2[nH]1)NC1CCCCC1	19.1%	-3.7%	24.0%
C=C(C)[C@H]1CC=C(C)C(=O)C1	6.9%	-22.9%&-10.4%	-5.4%&-1.2%
CCC1=C(c2ccc(C)cc2)S(=O)(=O)N=C1N1CCC(C(=O)NCc2ccc(C)cc2)CC1	-17.3%	-6.8%	x
COc1ccc(C(=O)OC(C)C(=O)Nc2cc(C(F)(F)F)ccc2Cl)c(OC)c1OC (centres undefined)	4.0%	-6.9%	17.0%
CC1(C)CC(=O)c2cc(-c3nc(-c4ccc(Cl)cc4)cs3)c(=O)n(-c3cccc(F)c3)c2C1	9.2%	-7.9%	x
SMILES	FEN1 inh	KAT2A inh	N370S GC mod
Fc1ccccc1CSc1nnc(-c2ccccc2)o1	14.7%	-16.6%	16.1%
CNC(=O)c1nn(-c2ccc(Cl)cc2)ccc1=O	-6.0%	-2.6%	2.5%
CCc1nn(CCCC(=O)N2CCN(c3cccc(OC)c3)CC2)c(=O)c2cc3occc3n12	14.3%	-0.3%	x
C/C(N)=C(/C#N)C(=O)COC(=O)CNC(=O)c1ccc(Cl)cc1Cl	3.6%	1.2%	-3.5%
CC(=O)c1ccc(NC(=O)CN2CCC(C(=O)c3ccc(F)cc3)CC2)cc1	-3.3%	-3.1%	1.2%
COc1ccc(-c2noc(N3CCC(C(=O)Nc4ccccc4OC)CC3)n2)cc1	7.8%	-25.9%	2.6%
CN(C)C(=O)c1ccc(-c2nc(N(C)C)c3ccccc3n2)cc1	x	-3.0%	0.9%
O=C(Nn1cnnc1)C(c1ccccc1)c1ccccc1	2.3%	-6.2%	u
COc1cc(NC(=O)c2ccc(N)nc2)cc(C(=O)Nc2cccc(C(F)(F)F)c2)c1	u	-10.9%	-5.4%
O=C(CCCl)N(Cc1nc2ccccc2c(=O)[nH]1)Cc1cccs1	5.7%	15.0%	-1.8%
Cc1cc(C)c2c(c1)/C(=c1/sc3n(c1=O)CN(c1ccccc1)CN=3)C(=O)N2	-1.5%	-3.6%	-2.5%
O=C(Cn1cncn1)N/N=C/c1ccncc1	1.9%	-6.7%	17.1%
COc1ccc2cc(C3(C)NC(=O)N(CC(=O)Nc4c(C)n(C)n(-c5ccccc5)c4=O)C3=O)ccc2c1 (centres undefined)	11.7%	33.6%[activator]	7.1%
CCc1cccc(C)c1NC(=O)CN1C(=O)NC(Cc2ccccc2)C1=O (centres undefined)	3.5%	-1.3%	-0.7%
COc1ccc(S(=O)(=O)N2CCN(c3ccccc3OC)CC2)cc1-c1noc(C)n1	15.2%	1.2%	x
CCn1c(/C=C/Nc2ccccc2)[n+](CC)c2ccc(Cl)cc21	-8.1%	-12.5%	13.1%
CCC1Oc2ccccc2N(CC(=O)NCCCN2CCC(C)CC2)C1=O (centres undefined)	-4.5%	-5.0%	-3.0%
O=C(CNC(=O)c1ccccc1Cl)OCc1cc(=O)n2ccsc2n1	-4.1%	-1.1%	x
CC1Cc2ccccc2N1C(=O)CSc1nnc(Cc2ccccc2)n1CCc1ccccc1 (centres undefined)	-1.7%	-12.2%	4.4%
CCn1cc(C(=O)NCCCN2CCCCCC2)c(=O)c2cc(S(=O)(=O)N3CCc4ccccc4C3)ccc21	-10.6%	0.2%	-9.7%
CCNC(=O)C12CCC(C)(C(=O)C1Br)C2(C)C (centres undefined)	2.8%	-5.0%	7.4%
CCc1nnc(NC(=O)c2ncc(Cl)c(Cl)c2Cl)s1	-1.1%	2.5%	-9.3%
CCCCn1c(=N)n(CCCOc2ccc(F)cc2)c2ccccc21	13.1%	-2.1%	x
CCCOc1ccc(/C(O)=C2/C(=O)C(=O)N(CCCn3ccnc3)C2c2ccco2)cc1 (centres undefined)	-4.0%	-16.7%	-0.7%
Cc1ccc(F)cc1NC(=O)c1c(-c2ccccc2)noc1C	14.1%	-5.4%	-3.9%

Structural class: the entries above containing an aryl thioether with sulfur outside any ring.
SMILES	FEN1 inh	KAT2A inh	N370S GC mod
CCn1c(SCc2ccc(C(=O)OC)o2)nnc1-c1c[nH]c2ccccc12	-11.0%	-16.4%	9.6%
COC(=O)c1sccc1NC(=O)CSc1ccccc1NC(=O)CNC(C)C	0.4%	6.9%	3.8%
O=C(CCCSc1nc2ccccc2[nH]1)NC1CCCCC1	19.1%	-3.7%	24.0%
Fc1ccccc1CSc1nnc(-c2ccccc2)o1	14.7%	-16.6%	16.1%
CC1Cc2ccccc2N1C(=O)CSc1nnc(Cc2ccccc2)n1CCc1ccccc1 (centres undefined)	-1.7%	-12.2%	4.4%

Other compounds:
SMILES	FEN1 inh	KAT2A inh	N370S GC mod
NC(=O)C1(N2CCCCC2)CCN(Cc2ccc(F)cc2)CC1	3.9%	0.8%	-8.3%
CCCC(=O)NC(C)c1nc2ccccc2n1C (centres undefined)	-8.0%	-1.5%	11.6%
CCn1c(=N)c(C(=O)NC)cc2c(=O)n3cccc(C)c3nc21	-14.7%	u	u
C#CCn1c(=NC(=O)c2ccc(Cl)s2)sc2cccc(OC)c21	0.5%	-4.8%	6.1%
CCOC(=O)Cc1csc(NC(=S)NC(=O)c2ccc([N+](=O)[O-])cc2)n1	-9.0%	1.4%	19.8%
Cc1cc(NS(=O)(=O)c2ccc(NC(=O)C(C)Oc3cc(C)c(Cl)c(C)c3)cc2)no1 (centres undefined)	6.9%	-9.0%	10.8%
Cc1cc(C)cc(OCC(=O)N2N=C(C(F)(F)F)CC2(O)C(C)(C)C)c1 (centres undefined)	-21.5%	-3.7%	2.7%
OC(COc1ccc(CNCc2cccnc2)cc1)CN1CCc2ccccc2C1 (centres undefined)	-3.7%	11.4%	-11.1%
CCOc1ccc(N2CC(C(=O)Nc3ccc4c(c3)OCO4)CC2=O)cc1 (centres undefined)	4.5%	-1.8%	2.2%
CCCS(=O)(=O)N1CCn2c(nc3ccccc32)C1	-5.2%	-7.4%	-1.6%
CCCCOC(=O)Nc1cc(OC)c(Cl)cc1OC	-19.1%	-5.1%	13.4%
CCCCNC(=O)N(O)C1N(/N=C/c2ccccc2O)C(=S)SC1(C)C (centres undefined)	-16.7%	1.5%	-16.1%
CN1C(=O)NC(c2ccccc2[N+](=O)[O-])C2=C1CCCC2=O (centres undefined)	-12.1%	6.3%	-6.1%
NC(=O)CC1C(=O)N(c2ccccc2)C(=S)N1NC(=O)c1ccc(Br)cc1 (centres undefined)	1.9%	-5.0%	-8.1%
CCCc1[nH][nH]c(=O)c1C(c1ccccc1)C(C#N)C#N (centres undefined)	1.2%	-9.1%	-13.2%
C=CCn1c(C)cc(/C([O-])=C(/C(=S)Nc2ccc(OC(F)F)cc2)[n+]2ccc(N(C)C)cc2)c1C	7.3%	-22.9%	-15.4%
CCOc1ccc(C(=O)Nc2ccccc2OCc2cc(=O)n3ccccc3n2)cc1	17.8%	2.2%	x
CCOC(=O)C1CCN(Cc2c(F)cccc2Cl)CC1	-0.6%	-13.8%	2.0%
Cn1c(-c2ccc3c(c2)OCO3)cnc1NCc1ccccc1Cl	-13.3%	-1.6%	-7.0%
CC(=O)Nc1ccccc1OCc1nnc(-c2ccc(Cl)cc2)o1	12.7%	2.5%	4.9%
COC(=O)C1=C(C)N=C2SCCC(=O)N2C1c1cccs1 (centres undefined)	-7.6%	-3.0%[0.501 µM]	0.6%
Cc1ccc(CNC(=O)Nc2cccc(C)c2)cc1	-15.2%	12.9%	-1.2%
COc1cccc(NC(=O)CSc2nnc(-c3cc(C)[nH]n3)n2N)c1	2.5%	-0.1%	-4.7%
CC(C)(C)OC(=O)C[C@@H]1C/C=C\C[C@H](CC(=O)N[C@@H](CO)Cc2ccccc2)C(=O)N[C@H](Cc2ccccc2)COC1=O	-15.0%	-4.0%	x
CC(Sc1ccc(Cl)cc1)C(=O)N(C)CC(=O)Nc1ccc(N2CCOCC2)cc1 (centres undefined)	-11.0%	-7.5%	0.6%
SMILES	FEN1 inh	KAT2A inh	N370S GC mod
Cc1ccc(C(=O)C(C)OC(=O)Cn2[nH]c(=O)c3ccccc3c2=O)cc1 (centres undefined)	-6.8%	-0.3%	-0.8%
COc1ccc(OCC(=O)Nc2ccc(NC(=O)c3ccco3)cc2)cc1	9.7%	-1.0%	-2.2%
COc1ccc2c(CC(=O)Nc3c(C)n(C)n(-c4ccccc4)c3=O)coc2c1	4.6%	2.4%	-0.1%
COc1cc2c(cc1NC(=O)Nc1ccc(C)cc1)oc1ccccc12	10.6%	1.7%	x
CCOc1ccc(C(=O)NC(=S)Nc2ccccc2OC)cc1[N+](=O)[O-]	-8.4%	0.1%	3.7%
CCCCOc1ccc(S(=O)(=O)Nc2cccnc2)cc1	-11.0%	-8.8%	-0.5%
Fc1ccc(C2NCCn3cccc32)cc1 (centres undefined)	6.3%	u	-3.3%
COc1cc(N=C2C(=O)N3c4c(cccc42)C(C)=CC3(C)C)cc(OC)c1	31.6%[activator]	-5.1%	-4.6%
OCc1ccccc1OCCCN1CCC(Cc2ccccc2)CC1	-15.7%	-3.6%	-19.9%
Cc1ccccc1OCC(=O)Nc1ccccc1CO	10.7%	1.6%	u
O=C1C[C@H](c2ccc(O)cc2)Oc2cc(O[C@@H]3O[C@H](CO)[C@@H](O)[C@H](O)[C@H]3O)cc(O[C@@H]3O[C@H](CO)[C@@H](O)[C@H](O)[C@H]3O)c21	-9.1%	-6.8%	x
Cc1csc2ncc(C(=O)Nc3ccon3)c(=O)n12	0.9%	-2.9%	u
O=C(CSCc1ccc(Cl)cc1)Nc1ccc(S(=O)(=O)N2CCCCCC2)cc1	u	-6.7%	2.4%
CC(=O)Nc1ccc(S(=O)(=O)NCCC(=O)OCC(=O)NNC(=O)c2ccccc2)cc1	12.2%	-0.4%	1.7%
Cc1ccc(C2CC(=O)Nc3c2c(C)nn3-c2nc(C)cc(C)n2)c(C)c1 (centres undefined)	7.3%	0.0%	x
COC(/C=C/Nc1ccc(OC)cc1)=C(C#N)C#N	u	-0.9%	3.4%
CC1(C)CC(O)C(C)(C)N1O (centres undefined)	2.4%	1.6%	7.3%
CCCCN(C(=O)c1cc2c(s1)CCCCC2)c1c(N)n(CCC)c(=O)[nH]c1=O	-4.8%	-0.8%	x
O=C1C2C3C=CC(CC3)C2C(=O)N1/N=C/c1c(O)ccc2ccccc12 (centres undefined)	3.5%	-1.8%	11.1%

Full records, quoted from the list. Order of screens: FEN1 inh | KAT2A inh | N370S GC mod
`COc1cc2c(cc1NC(=O)Nc1ccc(C)cc1)oc1ccccc12` is entered as 10.6% | 1.7% | x
`CCCCN(C(=O)c1cc2c(s1)CCCCC2)c1c(N)n(CCC)c(=O)[nH]c1=O` is entered as -4.8% | -0.8% | x
